SRC1 TRFRET art = TR-FRET detection interference compounds, primary screen, artefact control for PPARgamma SRC-1 recruitment agonists, biochemical, TR-FRET emission ratio. TR-FRET detection artefact counter-screen; active compounds read high. TR-FRET ratio at 8 µM. 0.34% of 99,000 active; in the data active = TR-FRET ratio above about 2300; note: inactives centre near 1800
SRC3 TRFRET art = TR-FRET detection interference compounds, artefact control for PPARgamma SRC-3 recruitment agonists, biochemical, TR-FRET ratio; TR-FRET artefact counter-screen, PPARgamma/SRC-3 format; active compounds read high; TR-FRET ratio at 8 µM; 0.39% of 99,000 active; AID 1048, 2008; in the data active = TR-FRET ratio above about 2000; note: inactives centre near 1600
Numbers without * were called inactive. This is a subset. The share of hits here may be higher or lower than overall.

Sequence of screens: SRC1 TRFRET art | SRC3 TRFRET art
- COc1ccccc1NC(=O)CSc1nnc(Cn2cnc3ccccc32)o1
    1669 | 1288
- O=C(CSc1ccc(-c2cccnc2)nn1)N1CCCCCC1
    1817 | 1577
- Cc1ccc(C)c(N(C)S(=O)(=O)c2ccc3[nH]cc(C(=O)NCCN4CCOCC4)c(=O)c3c2)c1
    1810 | 1695
- C/C(N)=C(/C#N)C(=O)COC(=O)c1cc(-c2ccc(C)cc2)nc2ccccc12
    1648 | 1493
- N/C(=N\OC(=O)c1ccco1)c1ccc(Cl)cc1
    1839 | 1793
- CCn1c(C)nc2cc(C(=O)N/N=C(\C)c3ccc(N4CCOCC4)cc3)ccc21
    1969 | 1619
- CSC1=NC(C(Cl)(Cl)Cl)N=C(c2ccc(C)cc2)N1 (stereo not drawn)
    1649 | 1479
- CCOC(=O)N1CCC(N(CCN(C)C)C(=S)Nc2cc(Cl)ccc2C)CC1
    1803 | 1563
- CN1CCN(NC(=O)c2ccc(Br)c(S(=O)(=O)N3CCOCC3)c2)CC1
    1647 | 1416
- CN(C)S(=O)(=O)c1cc(NC(=O)CSc2ncc(C(F)(F)F)cc2Cl)ccc1Cl
    1916 | 1589
- COc1ccc(CCC(=O)Nc2sccc2C#N)cc1
    1636 | 1684
- Cc1ccc(S(=O)(=O)Nc2cnn(-c3ccccc3)c(=O)c2Cl)cc1
    3010* | 2439*
- COc1ccc(C2N(Cc3ccccc3)CCN2Cc2ccccc2)cc1[N+](=O)[O-]
    1926 | 1646
- O=C(COC(=O)Cc1cccc(C(F)(F)F)c1)Nc1ccc2c(c1)OCCO2
    1915 | 1446
- CCN(CC)S(=O)(=O)c1cc(C(=O)Nc2ccc(Cl)cn2)ccc1C
    1711 | 1459

Sequence of screens: SRC1 TRFRET art | SRC3 TRFRET art
- Cc1ccc(NC(=O)Cc2sc(C)nc2-c2ccc(C)cc2)cc1
    1761 | 1447
- Cc1cccc(NC(=O)CSc2ccc(C(N)=O)cc2[N+](=O)[O-])c1C
    1943 | 1671
- Cc1ccccc1OCCNCC(C)O (stereo not drawn)
    1760 | 1602
- Cc1cc([N+](=O)[O-])nn1CCCC(=O)N1CCN(c2ccc(F)cc2)CC1
    1956 | 1477
- CCOC(=O)C1CCN(CC(=O)Nc2cc(S(=O)(=O)N3CCOCC3)ccc2C)CC1
    1661 | 1486
- COc1cccc(C(=O)OCC(=O)c2c[nH]c3ccccc23)c1O
    1766 | 1427
- Cc1nnc(Nc2ccc(C(=O)NCCO)cc2)c2ccccc12
    1884 | 1316
- O=[N+]([O-])c1ccc(Nc2nc(NC3CCCCC3)nc(N3CCCC3)n2)cc1
    1914 | 1571
- COC(=O)c1ccc(OC(=O)c2cccnc2)cc1
    1644 | 1567
- C=CCNC(=O)/C=C/c1cccs1
    1686 | 1776
- COc1ccc(OC)c(CNC(=O)c2cc(=O)[nH]c3ccc(S(=O)(=O)N4CCCC4)cc23)c1
    1795 | 1739
- COc1cc(C2C(C#N)=C(N)Oc3c2ccc2ccccc32)ccc1OCC(=O)Nc1ccc(C)cc1 (stereo not drawn)
    1733 | 1416
- O=C(c1ccccn1)N1CCN(S(=O)(=O)c2ccc(F)cc2)CC1
    1836 | 1320
- OCC1(CCOc2ccccc2)CCN(Cc2ccc3cccc(F)c3n2)CC1
    1649 | 1615
- C/C(C/C(C)=C1/SC(=S)NC1=O)=C1\SC(=S)NC1=O
    1879 | 1721

The closing 3 records of the part before are carried over, then new ones follow:
Sequence of screens: SRC1 TRFRET art | SRC3 TRFRET art
- O=C(c1ccccn1)N1CCN(S(=O)(=O)c2ccc(F)cc2)CC1
    1836 | 1320
- OCC1(CCOc2ccccc2)CCN(Cc2ccc3cccc(F)c3n2)CC1
    1649 | 1615
- C/C(C/C(C)=C1/SC(=S)NC1=O)=C1\SC(=S)NC1=O
    1879 | 1721
- COC(=O)NC1CSCC1OC(=O)CN1C(=O)c2ccccc2C1=O (stereo not drawn)
    2028 | 1405
- COc1ccc(CNc2nc(-c3cccnc3)nn2S(C)(=O)=O)cc1
    1824 | 1424
- COC(=O)c1c(N)c2ccccc2[nH]c1=O
    1897 | 1625
- COC(=O)c1cc(C(=O)Cc2ccccc2)c[nH]1
    2007 | 1722
- O=C(CN1CCC(NC(=O)c2cccc(F)c2)CC1)NCc1cccs1
    1698 | 1490
- Fc1ccc(CN2CCCCCCC2)c(F)c1
    2120 | 1603
- CC(=O)N1CCC(=O)Nc2ccc([N+](=O)[O-])cc21
    1687 | 1560
- Cc1c(NC(=O)COC(=O)c2c3c(nc4ccccc24)CCCC3)c(=O)n(-c2ccccc2)n1C
    1919 | 1544
- O=C(O)CC(NC(=O)C(c1ccccc1)c1ccccc1)c1ccc(F)cc1 (stereo not drawn)
    1793 | 1416
- Cc1cccc(-n2nc3c(c2NC(=O)c2ccco2)CS(=O)(=O)C3)c1C
    1780 | 1617
- CCOC(=O)C1CCN(C(=O)CSC2=NCCS2)CC1
    1712 | 1287
- COc1ccc(/C=C/C(=O)c2ccc3ccccc3c2O)cc1CN1CCOCC1
    1746 | 1734
- O=C1COc2ccc(C(=O)c3ccccc3C(=O)O)cc2N1
    1800 | 1736
- CC(=O)c1c(O)ccc2c(-c3ccccc3)cc(=O)oc12
    1585 | 1386
- COC(=O)Cn1c(=NC(=O)c2sc3ccccc3c2Cl)sc2cc(S(N)(=O)=O)ccc21
    2148 | 2165*

Some of the entries so far, field by field:
SMILES: COc1ccc(CCC(=O)Nc2sccc2C#N)cc1
  SRC1 TRFRET art: 1636; SRC3 TRFRET art: 1684

SMILES: Cc1c(NC(=O)COC(=O)c2c3c(nc4ccccc24)CCCC3)c(=O)n(-c2ccccc2)n1C
  SRC1 TRFRET art: 1919; SRC3 TRFRET art: 1544

SMILES: COc1ccc(/C=C/C(=O)c2ccc3ccccc3c2O)cc1CN1CCOCC1
  SRC1 TRFRET art: 1746; SRC3 TRFRET art: 1734

(next part)
Sequence of screens: SRC1 TRFRET art | SRC3 TRFRET art
- Cc1ccc(NC(=O)CCC(=O)NNC(=O)c2ccccc2[N+](=O)[O-])c(C)c1
    1799 | 1516
- O=C(O)/C=C/C(=O)NCCC1=CCCCC1
    1829 | 1872
- CCOc1cc2[nH]c(=S)n(CCOC)c(=O)c2cc1OCC
    1717 | 1330
- Cc1cccc(CN2CCC(CNC(=O)C3CCCN(S(=O)(=O)c4cnc[nH]4)C3)CC2)c1 (stereo not drawn)
    1649 | 1502
- COc1ccccc1NC(NC(=O)c1cccnc1)C(Cl)(Cl)Cl (stereo not drawn)
    1600 | 1409
- Cc1cc(C(=O)NNC(=O)c2nn(C)c(=O)c3ccccc23)c(C)o1
    1914 | 1589
- O=C(COC(=O)/C=C/c1cccc(Cl)c1)Nc1ccccc1-c1ccccc1
    1840 | 1634
- COc1ccc(OC(C)C(=O)NCCc2nc3ccccc3[nH]2)cc1 (stereo not drawn)
    1897 | 1608
- CN(C)c1c2ccccc2nc2c(F)c(F)c(F)c(F)c12
    1804 | 1448
- CCSc1nc(=S)n(Cc2ccccc2)c(C)c1C(C)=O
    1635 | 1640
- O=c1[nH]c(/C=C/c2cccnc2)c([N+](=O)[O-])c(=O)[nH]1
    1768 | 1475
- COc1ccccc1C1/C(=C(/O)c2ccccc2)C(=O)C(=O)N1CC(C)C (stereo not drawn)
    1698 | 1411
- COc1cc(NC(=O)COC(=O)CSc2ccccc2F)c(C)cc1[N+](=O)[O-]
    1831 | 1632
- CC1CCc2cc(F)ccc2N1C(=O)c1ccncc1 (stereo not drawn)
    1862 | 1557
- CC(C)c1cc(C(=O)OCC(=O)NC(=O)NCc2ccco2)c(O)c(C(C)C)c1
    1960 | 1325

Sequence of screens: SRC1 TRFRET art | SRC3 TRFRET art
- Cc1ccc(N=N/C(=C\O)C(=O)c2ccc(Cl)cc2)cc1
    1572 | 1582
- COc1ccccc1C(=O)C1CCCN(C(=O)CSc2ccccn2)C1 (stereo not drawn)
    1966 | 1487
- CC1CC(C)CN(C(=O)/C=C/c2ccc([N+](=O)[O-])s2)C1 (stereo not drawn)
    1570 | 1373
- COc1cccc(OCc2nc(-c3cccc([N+](=O)[O-])c3)no2)c1
    1746 | 1491
- Cc1ccc(C2=NN=C(NC(=O)CSc3nncn3C)SC2)cc1
    1563 | 1577
- Cc1ccc(N(C(=O)c2csnn2)C(C(=O)NC(C)(C)C)c2ccccn2)cc1 (stereo not drawn)
    1440 | 1656
- O=C1c2ccccc2C(=O)c2cc(S(=O)(=O)Nc3ccccc3)ccc21
    1684 | 1394
- Cc1ccc(NS(=O)(=O)c2ccc(NC(=O)c3cccs3)cc2)c(C)c1
    1693 | 1626
- CCC(=O)N1C(C(=O)N2CCCC2)CSC1c1ccc(OC)cc1 (stereo not drawn)
    1576 | 1527
- COc1cccc(/C=C2\SC(=S)NC2=O)c1OS(=O)(=O)c1ccc(NC(C)=O)cc1
    1730 | 1611
- CN(C)CCCN1C(=O)C(O)=C(C(=O)c2cccs2)C1c1cccc([N+](=O)[O-])c1 (stereo not drawn)
    1899 | 1544
- CSc1nc2c(cc1C#N)CCCCC2
    1913 | 1719
- COc1ccc(S(=O)(=O)N(C)C)cc1NCC(=O)Nc1cccc(C#N)c1
    1450 | 1394
- N/C(=N\OC(=O)c1ccc2c(c1)OCO2)c1cccc(Br)c1
    1640 | 1597
- COc1cc(C(C)=O)ccc1COc1ccc(C(=O)OCC(=O)NC2CCS(=O)(=O)C2)cc1OC (stereo not drawn)
    1830 | 1615

Sequence of screens: SRC1 TRFRET art | SRC3 TRFRET art
- C[C@@H]1NC(=O)c2cc([N+](=O)[O-])cc(I)c2OCC[C@@H](C(=O)NC(CC(=O)O)C(N)=O)NC(=O)[C@H](CCC(=O)O)NC1=O (stereo partly drawn)
    1660 | 1644
- C=CCNCCCCOc1ccccc1-c1ccccc1
    1551 | 1479
- COc1ccc(-c2nc3c(c4nnc(SC(C)C(=O)Nc5ccccc5)n24)COC(C)(C)C3)cc1 (stereo not drawn)
    1597 | 1376
- CN1CCN(c2nc(-c3cccs3)cs2)CC1
    2088 | 1597
- CCOC(=O)c1c(NC(=O)CSc2ncnc3[nH]ncc23)sc2c1CCC(C)C2 (stereo not drawn)
    1699 | 1469
- Cc1nc(Nc2ccc3c(c2)OCCO3)c2nnn(Cc3ccccc3Cl)c2n1
    1910 | 1739
- Cc1ccc2c(c1)c(N=Nc1cccc(C(=O)O)c1)c(O)n2C
    1585 | 1341
- O=[N+]([O-])c1cc(S(=O)(=O)N2CCCC2)ccc1SCCO
    1670 | 1530
- O=C(Nc1nccs1)C1CCN(S(=O)(=O)c2cccs2)CC1
    1645 | 1430
- COC(=O)c1ccc(COc2ccccc2/C=C(\C#N)C(=O)Nc2ccc(C)cc2)cc1
    1789 | 1639
- O=C1C=C(Nc2ccccc2)C(=O)c2ccccc21
    1909 | 1665
- COc1ccc(OC)c(NC(=S)NCC(c2cccnc2)N2CCOCC2)c1 (stereo not drawn)
    1496 | 1369
- Cc1ccc(CCc2nnc(SCC(=O)Nc3cccc(Cl)c3)n2-c2ccccc2)o1
    1627 | 1564
- O=C(NC(=S)NNC(=O)c1ccc(Cl)cc1Cl)c1cccnc1
    1915 | 1750
- COc1ccc(C(=O)N/N=C/c2ccc3cccc(O)c3n2)cc1
    1818 | 1740

Sequence of screens: SRC1 TRFRET art | SRC3 TRFRET art
- O=C(CN1CCCCCC1)NCC1CCCO1 (stereo not drawn)
    1851 | 1735
- CC1=NN(C(=O)c2c(Br)c(C)nn2C)C(O)(C(F)(F)F)C1 (stereo not drawn)
    1717 | 1700
- O=C(Nc1ccccc1Cl)c1ccc2c(c1)N(Cc1ccc(F)cc1)C(=O)CS2=O (stereo not drawn)
    1845 | 1510
- COc1ccc(/C=N/NC(=S)Nc2cccc(C(=O)O)c2)cc1OC
    1960 | 1567
- CC1(C)OC(c2ccccc2)=C/C(=C/C=C2C(=O)c3ccccc3C2=O)O1
    1951 | 1640
- CC(C)(C)NC(=O)NC(=O)CN1CCC(Cc2ccccc2)CC1
    1844 | 1593
- O=C(c1cc(-c2ccccc2)nc2ccccc12)N1CCCc2ccccc21
    1711 | 1717
- CC(C)N(C(=O)CC1ON(C)C(=O)N1c1ccc(Cl)cc1)C(C)C (stereo not drawn)
    1799 | 1464
- CCOC(=O)C1(C)NC(c2ccco2)C2C(=O)N(c3ccccc3)C(=O)C21 (stereo not drawn)
    1655 | 1432
- Clc1cccc(N2CCN(Cc3nnc(-c4ccccc4)o3)CC2)c1
    1809 | 1590
- COC(=O)c1scc(C)c1NC(=O)C(Cl)c1ccccc1 (stereo not drawn)
    1964 | 1540
- Cc1ccnc(NS(=O)(=O)c2ccc(NC(=O)CN3C(=O)CCC3=O)cc2)n1
    1390 | 1590
- O=C(CSc1ccccn1)NC1CCCC1
    1514 | 1578
- CCCCNC(=S)NNC(=O)c1ccc2c(c1)OCO2
    1840 | 1536
- COc1ccc2nc(NC(=O)c3ccc(NS(=O)(=O)c4cccs4)cc3)sc2c1
    1702 | 1427

Sequence of screens: SRC1 TRFRET art | SRC3 TRFRET art
- Cc1cccc(N2CCN(C(=O)c3ccc(CNc4c(N5CCC(C)CC5)c(=O)c4=O)cc3)CC2)c1C
    1946 | 1678
- CN(CC(=O)Nc1ccc(N2CCOCC2)cc1)Cc1cc(=O)n2ccsc2n1
    1534 | 1599
- COc1ccc(OC)c(Cc2nnc(CCC(=O)NCc3ccsc3)o2)c1
    1625 | 1718
- COc1ccccc1C(CNC(=O)c1ccc(S(=O)(=O)NCc2ccco2)cc1)N(C)C (stereo not drawn)
    1813 | 1553
- COc1ccc(NC(=O)C(c2ccccc2)c2ccccc2)cn1
    1993 | 1752
- COc1ccc(/C=C/C(=O)OCC(=O)Nc2ccc(N3CCOCC3)cc2)cc1
    1974 | 1934
- Cc1ccc(C2C(C#N)=C(N)SC(N)=C2C#N)c(C)c1
    1940 | 1799
- COc1ccc(C(=O)c2c(C)c3ccccc3n2CC(O)CNC(C)C)cc1 (stereo not drawn)
    1651 | 1400
- Nc1ccc2nc(NC(=O)C3CCCCC3)sc2c1
    1607 | 1598
- CCOc1ccc(OCCOCCNCCOC)cc1
    1754 | 1688
- CN(CC(=O)Nc1ccccc1Br)c1ncnc2sccc12
    1810 | 1511

High-throughput results: PubChem BioAssay, The Scripps Research Institute Molecular Screening Center
